TLR9-MyD88 block – blocks human TLR9 binding to MyD88; Q9NR96+Q99836; CHO BLA complementation TLR9-MyD88, CCF4 FRET ratio; inhibition, % at 4.98 µM; 0.21% of 340,000 active; AID 504734;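 active means inhibition above the mean over all tested compounds plus 3 SD, cut at about 21% in these data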;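 further: 0% = DMSO only wells and 100% = clavulanate BLA inhibitor control wells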
Glyco luc inh – N-linked glycosylation inhibition | D54 ERlucT glycosylation luciferase reporter, 24 h; percent of 100 nM tunicamycin response | reporter increase, % at 12.5 µM | 0.23% of 360,000 active;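 active means mean luciferase reporter signal, scaled so untreated is 0 and the glycosylation-blocking control 100, at or above a set limit in every replicate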;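 further: luciferase carries N-glycosylation sites so blocking glycosylation raises the light; 0% = median of neutral control wells and 100% = median of 100 nM tunicamycin wells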
ABHD5 PLIN5 PPI – ABHD5-PLIN5 protein interaction inhibition | Q00G26+Q8WTS1 | Split G. princeps luciferase complementation, luminescence, 4 h | inhibition, % at 4 µM | 0.78% of 360,000 active;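 active means inhibition above the mean inhibition across every tested compound plus 3 SD, cut at about 22% in these data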;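 further: 0% = DMSO only wells and the 100% control is not disclosed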
NOD2 RIPK2 PPI – blocks binding of human NOD2 to RIPK2; 0.38% of 360,000 active; inhibition, % at 4.98 µM; CHO BLA complementation NOD2-RIPK2, CCF4 ratio; AID 624267; O43353; in the data active means inhibition above about 21%;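 further: 0% = vehicle only and 100% = reference blocker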
aDG glyco act – increases alpha dystroglycan glycosylation; Pro5-aDG cells, alpha-DG glycosylation AlphaScreen (IIH6); 0% Pro5, 100% B10-LARGE cell signal; activation, % at 10 µM; 0.22% of 360,000 active; AID 624168;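 active means activation of at least 8% versus controls, or a plate z-score of at least 8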;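 further: Pro5 are CHO cells carrying HIG-tagged alpha-DG that lacks glycosylation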
MC4R ag barr – activates human MC4R beta-arrestin recruitment | activation, % at 8.9 µM | 0.98% of 360,000 active | AID 540308 | P32245 | U2OS MC4R beta-arrestin complementation, luminescence; percent of melanotan II response, DMSO zero;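 active means activation above a per-plate cutoff, the mean activation of sample wells on that plate plus 3 SD, cut at about 8% in these data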
Vif imaging – inhibitors of HIV Vif; HEK293T cells, Vif self-association by quenched fluorescence, imaging, 24 h; inhibition, % at 7.49 µM; 0.35% of 340,000 active; in the data active means inhibition above about 50%, passing the limit was not always enough; further: some results filed as inactive read as strong as hits
ABCB6 inh 2 – inhibitors of human ABC transporter ABCB6 | Q9NP58 | K562-ABCB6 porphyrin accumulation, flow cytometry, 1 h; stronger effect = lower value | fluorescence ratio to DMSO, % at 10 µM | 0.19% of 360,000 active | AID 602162;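 active means fluorescence ratio to DMSO below 75%, the collection mean minus 3 SD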;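 further: signal is porphyrin accumulated inside mitochondria; 100% equals median channel fluorescence of DMSO control wells; lower ratio means ABCB6 inhibition with less porphyrin fluorescence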
Granule exo inh – lytic granule exocytosis inhibition; TALL-104 LAMP-1 surface exposure, flow cytometry; cells stimulated with thapsigargin and PMA; inhibition, % at 10 µM; 0.66% of 360,000 active; AID 651702;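 active means inhibition above about 55%, limit read from the data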
MC4R antagonist – antagonists of human melanocortin 4 receptor (MC4R). MC4R-expressing cells, MTII-stimulated cAMP, LANCE TR-FRET. inhibition, % at 6.5 µM. 0.48% of 360,000 active. AID 540295;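 active means inhibition above its plate's cutoff, the mean of tested wells on that plate plus 3 SD, cut at about 29% in these data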;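 further: 0% = Melanotan II alone and 100% = Melanotan II plus saturating MCL0020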
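System: U2OS-MC4R stable cell line; Technique: Eu-cAMP/anti-cAMP TR-FRET, emission 671 nm; Repeats: single well per compound; Also added: Melanotan II; Dosing: one concentration, 6.5 µM nominal; Schedule: 30-min compound, 1-h challenge, 1-h detection, room temperature.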
Active calls of the source: *; / = no result given.

TLR9-MyD88 block,Glyco luc inh,ABHD5 PLIN5 PPI,NOD2 RIPK2 PPI,aDG glyco act,MC4R ag barr,Vif imaging,ABCB6 inh 2,Granule exo inh,MC4R antagonist,canonical_smiles
-1,0,0,-1,0.0,-2.5,-4,98,0,5,O=C(NCc1ccc(F)cc1)c1ccc[nH]1
-8,0,-4,0,0.1,-1.0,-5,99,-1,-5,O=C(C1CC1)N1CCN=C1SCc1ccccc1Cl
-10,-5,0,-11,0.4,-1.4,0,102,2,-2,CCCCN(C)CCNC(=O)c1ccc2c(c1)NC(=O)C(N1CCCCC1)S2 (configuration not stated)
3,-2,4,-5,0.2,-0.1,9,97,2,4,CCOC(=O)N1CCN(C(=O)CS(=O)(=O)c2cn(Cc3ccc(Cl)cc3)c3ccccc23)CC1
-4,1,5,-3,-0.3,0.2,-4,97,0,1,COc1ccc(C2C(C(C)=O)=C(C)N=c3s/c(=C\c4ccco4)c(=O)n32)c(OC)c1 (configuration not stated)
-1,4,8,-3,1.5,-0.3,0,101,-4,11,CCCc1nn2c(=O)cc(CSCC(=O)Nc3cccc(OC)c3)nc2s1
3,-8,-3,-6,-0.1,-0.3,1,95,-4,3,CCc1ccc(NC(=O)CSc2nc3ccccc3nc2N2CCCC2)cc1
0,-2,2,-18,-0.1,-1.0,-13,103,2,11,Cc1ccc(O)c(NC(=O)c2cccc(S(=O)(=O)N3CCCCC3)c2)c1
-13,-2,4,-15,0.3,-1.0,8,98,-8,-1,Cc1ccc(OCCCCc2c(C)n[nH]c2C)cc1
2,2,-8,-1,-0.1,-2.0,1,98,0,3,CCOc1ccc(CNC(=O)CCS(=O)(=O)Cc2cccc(Cl)c2)cc1OC
2,3,1,9,-0.3,-0.3,-8,98,0,7,Cc1nn(C)cc1NC(=O)c1nn(C)cc1[N+](=O)[O-]
-15,-1,1,6,-0.2,-0.1,-6,101,4,1,N/C(=N\OC(=O)CCC1CCCC1)c1cccnc1
-8,-4,3,-4,0.3,-0.5,-13,93,13,1,CCN(CC)S(=O)(=O)c1ccc(S(=O)(=O)N2CCCC(C(=O)NC3CC3)C2)cc1 (configuration not stated)
-4,1,-9,-4,0.4,-6.5,-13,97,-3,4,Cc1cc(NC(=O)CSc2nc3c([nH]c4ccccc43)c(=O)n2-c2ccccc2F)no1
-11,3,-46,-15,0.3,-1.7,4,99,4,1,NC(=O)C1CCN(C2=C(NS(=O)(=O)c3ccc(Br)cc3)C(=O)c3ccccc3C2=O)CC1
10,2,0,2,-0.1,-0.5,-1,98,0,7,COc1ccc(CCNC(=O)CSc2nc3ccccc3o2)cc1
-3,-2,9,-14,0.1,-1.0,-6,98,-5,2,Cc1ccc([C@H]2C[C@@H](n3cc(C4CC4)nn3)[C@H](O)CN2C(=O)c2cccs2)cc1
-7,-4,6,0,-0.2,-0.3,-15,100,6,1,Nc1nc(SCc2ccccc2)sc1C(=O)N1CCCCC1
9,-4,5,-10,1.1,2.2,-16,88,59*,2,CC(CC(=O)Nc1ncc([N+](=O)[O-])s1)c1ccccc1 (configuration not stated)
3,1,7,-7,-0.3,-1.6,7,104,-1,24,COC(=O)CC1=NN(c2ccc(OC)cc2)C(=O)C1
11,2,3,3,-0.3,-1.0,-2,90,0,10,Cc1ccc(OCC(=O)n2nc(C)cc2C)c(C)c1
-5,3,1,-8,-0.2,-1.8,/,100,1,14,COCC(=O)N(C)[C@H]1C[C@H]2c3cc(-c4ccccc4)ccc3CCN2C(=O)[C@H]1[C@H](C)O
-2,-2,-4,-3,-0.1,-1.3,2,103,-6,6,S=c1[nH]nc(-c2ccco2)n1/N=C/c1cccs1
/,1,17,4,0.1,/,6,101,13,/,CC(C)(C)S(=O)N1Cc2cc(C(=O)NCCCN3CCOCC3)nc(-c3cccc(-c4cc5ccccc5o4)c3)c2[C@H]1CCO (some centres not stated)
-9,1,1,-13,-0.2,-3.1,-6,98,2,6,CC(NC(=O)COC(=O)C1CCN(S(=O)(=O)c2ccccc2C(F)(F)F)CC1)c1ccccc1 (configuration not stated)
-7,-3,3,-7,0.2,-0.4,24,96,-9,-4,COc1ccc(/C=N/NC(=O)c2ccccc2[N+](=O)[O-])cc1CN1CCc2cc(OC)c(OC)cc2C1C (configuration not stated)
-6,0,11,0,-0.3,0.1,11,94,-8,7,COc1ccc(S(=O)(=O)n2nc(C)c(S(=O)(=O)N3CCOCC3)c2C)cc1
1,-1,3,-4,0.0,-1.5,1,101,-2,2,O=C(O)c1cnn2c(-c3ccc(F)cc3)ccnc12
-4,-1,-7,-12,-0.1,0.2,/,99,0,-3,Cc1cc(C(F)(F)F)n2ncc(C(=O)O)c2n1
0,6,6,4,-0.1,-2.3,/,108,0,0,COC(=O)c1cc(OC)c(OC)cc1NC(=O)c1ccco1
-3,-2,4,3,0.0,0.3,-12,94,2,0,c1ccc(Cc2nnc(N3CCOCC3)c3ccccc23)cc1
-10,1,1,-6,0.1,0.8,-6,95,0,-2,COC(=O)C1C(=O)NCC1c1ccccc1 (configuration not stated)
8,3,-2,-7,-0.3,-3.4,/,99,-1,-30,O=Cc1ccnc(-c2ccc(OC(=O)c3ccco3)cc2)n1
-1,1,5,-1,-0.2,-1.1,-3,100,-6,-6,O=C(CC1OC(=O)c2ccccc21)Nc1cc(S(=O)(=O)N2CCOCC2)ccc1OCC(F)(F)F (configuration not stated)
-1,0,2,-4,1.0,-2.2,2,95,-1,5,CCCCCC(O)(CCN1CCCCC1)c1ccc(OCC)cc1 (configuration not stated)
0,2,-3,-10,0.1,-2.5,-3,99,1,2,Cc1cc(NC(=S)NC(=O)c2ccco2)c2ccccc2n1
-19,2,-10,3,-0.3,2.5,2,102,15,15,CNC(=O)c1ccc2snnc2c1
7,-2,-3,2,0.0,-0.2,8,99,-2,1,Cc1cc(C)c(NC(=O)c2ccccc2C(=O)c2ccccc2)c(C)c1
-12,4,16,1,0.2,-0.2,-1,98,11,0,O=C(CSc1ccc(-c2ccco2)nn1)c1ccc(F)cc1
0,-1,1,-4,0.2,-1.0,-3,108,-2,-5,O=C(Nn1cnc2ccccc2c1=O)c1ccccc1[N+](=O)[O-]

Quoted at random: five records from the list
TLR9-MyD88 block,Glyco luc inh,ABHD5 PLIN5 PPI,NOD2 RIPK2 PPI,aDG glyco act,MC4R ag barr,Vif imaging,ABCB6 inh 2,Granule exo inh,MC4R antagonist,canonical_smiles
-3,-2,4,3,0.0,0.3,-12,94,2,0,c1ccc(Cc2nnc(N3CCOCC3)c3ccccc23)cc1
-1,1,5,-1,-0.2,-1.1,-3,100,-6,-6,O=C(CC1OC(=O)c2ccccc21)Nc1cc(S(=O)(=O)N2CCOCC2)ccc1OCC(F)(F)F (configuration not stated)
0,-1,1,-4,0.2,-1.0,-3,108,-2,-5,O=C(Nn1cnc2ccccc2c1=O)c1ccccc1[N+](=O)[O-]
8,3,-2,-7,-0.3,-3.4,/,99,-1,-30,O=Cc1ccnc(-c2ccc(OC(=O)c3ccco3)cc2)n1
-1,0,2,-4,1.0,-2.2,2,95,-1,5,CCCCCC(O)(CCN1CCCCC1)c1ccc(OCC)cc1 (configuration not stated)

The results go on.
TLR9-MyD88 block,Glyco luc inh,ABHD5 PLIN5 PPI,NOD2 RIPK2 PPI,aDG glyco act,MC4R ag barr,Vif imaging,ABCB6 inh 2,Granule exo inh,MC4R antagonist,canonical_smiles
/,-1,2,-10,-0.2,-0.3,-5,97,4,7,CCCc1ncc(C(O)c2ccccc2OC)n1C (configuration not stated)
-2,0,-3,3,0.0,-2.5,-13,100,14,10,CC(=O)c1ccc(NS(=O)(=O)c2ccc3c(c2)N(C)CCO3)cc1
1,-3,-3,-3,-0.5,-1.1,-3,100,-5,18,COc1ccc(NC(=O)CC2C(=O)N(Cc3ccccc3)C(=S)N2CCN2CCOCC2)cc1 (configuration not stated)
1,0,-3,-1,-0.1,0.1,-5,91,1,-4,CCC1CCCCN1C(=S)NC(=O)c1cc(Br)ccc1Cl (configuration not stated)
-9,2,-3,-11,0.1,-2.0,14,97,0,-2,COc1ccc(N2C(=O)C3C4C=CC(c5ccccc5)(C3C2=O)C2C(=O)N(c3ccc(OC)cc3)C(=O)C42)cc1 (configuration not stated)
7,-2,4,2,0.1,-0.5,-9,93,0,1,COc1ccc(/C=C/C(=O)Nc2cccc(S(=O)(=O)N3CCOCC3)c2)cc1OC
3,3,7,-13,0.0,-0.2,-1,107,-3,-3,O=C(CNC(=O)C1COc2ccccc2O1)N/N=C\c1cccc(O)c1 (configuration not stated)
-13,1,6,-14,-0.5,0.2,-1,92,-2,10,CN(C)S(=O)(=O)c1ccc(C(=O)NCCN2C(=O)S/C(=C\c3cccnc3)C2=O)cc1
-4,-2,1,5,0.0,-0.2,-17,95,0,3,CN(C(=O)Nc1cccc([N+](=O)[O-])c1)c1ccccc1
2,0,38*,3,0.1,1.7,4,88,2,3,O=C(O)CCc1ccc(-c2ccccc2)o1
-20,1,-5,4,0.2,-0.2,-4,101,0,1,O=C(OCc1cn([C@H]2CN(C(=O)c3cccs3)[C@@H](c3ccc(Cl)cc3)C[C@@H]2O)nn1)c1ccccc1
-1,-1,4,-9,0.7,-2.2,-3,97,4,-2,CC1CCCC(C)N1CCCNC(=O)c1ccc2c(c1)NC(=O)c1ccccc1S2 (configuration not stated)
-3,0,4,5,0.0,-1.8,-4,91,-1,4,O=C(Cn1c(NCCO)nc2ccccc21)N1CCN(Cc2ccccc2)CC1
-6,5,1,-4,-0.2,-0.9,0,98,-5,0,COC(=O)c1cc(Cl)c(NC(=O)c2ccco2)cc1OC

Bioassay records from PubChem BioAssay.

These rows are one share of the data; count on the stated rates, not on these rows.
